High-throughput results (PubChem)
mcGAS RapidFire – mouse cGAS inhibition by mass spec; recombinant mouse cGAS, cGAMP by RapidFire MS; inhibition, % at 12.5 µM; 0.18% of 130,000 active; AID 1259397;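 active = inhibition of cGAS enzyme activity at or above 60%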;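 also: enzyme stimulated by 45 bp dsDNA with ATP and GTP substrates; cGAMP share of summed cGAMP plus half ATP and half GTP signals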
Target sequence (Q8C6L5 whole entry, looked up): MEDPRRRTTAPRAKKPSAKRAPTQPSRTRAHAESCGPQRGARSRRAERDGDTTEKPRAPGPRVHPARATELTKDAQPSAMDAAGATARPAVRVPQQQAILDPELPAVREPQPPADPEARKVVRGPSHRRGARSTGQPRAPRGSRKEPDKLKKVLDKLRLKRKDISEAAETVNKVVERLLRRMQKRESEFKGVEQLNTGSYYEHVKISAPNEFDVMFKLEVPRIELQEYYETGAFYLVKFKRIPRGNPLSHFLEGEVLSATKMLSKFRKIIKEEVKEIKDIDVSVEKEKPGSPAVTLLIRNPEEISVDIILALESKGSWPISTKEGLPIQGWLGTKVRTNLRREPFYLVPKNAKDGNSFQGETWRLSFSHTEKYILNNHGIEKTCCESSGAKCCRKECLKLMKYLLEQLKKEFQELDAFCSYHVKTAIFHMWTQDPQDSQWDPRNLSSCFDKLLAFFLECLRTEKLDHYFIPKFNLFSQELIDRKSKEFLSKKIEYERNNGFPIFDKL
Numbers without * were called inactive; & = joins results of further samples. A portion of the library, so the mix of outcomes need not match the whole.

SMILES | mcGAS RapidFire
O=C1NC(O)C(O)N1c1ccccc1 (configuration not stated) | -7.6
O=C(Nc1cccc(-c2cccc(F)c2)c1)C1CCN(Cc2ccc(CO)o2)CC1 | -2.5
C=CCC(C)(C)CN1C[C@H](O)[C@@H](N2CCN(C)CC2)C1 | -14.8
Cc1ccc(C(CNc2oc(C)nc2C#N)N2CCOCC2)cc1 (configuration not stated) | 14.7
COc1ccc(-c2cc(C)ccc2N2CCOC2=O)c(OC)c1OC | -22.4
COC(=O)c1ccc2nc(NC(=O)c3cn(C)nc3OC)sc2c1 | -9.0
Cc1cc(C2CCC2)nc(-c2ccc(O)cc2)n1 | -15.4
COC(=O)C1=C(C)N=c2sc(=Cc3ccc(O)c(OC)c3)c(=O)n2C1c1ccccc1 (configuration not stated) | -2.6
Cc1ccc(/C=C/C(=O)NC(C)CN2CCCC2=O)s1 (configuration not stated) | 6.8
Oc1[nH]c2ccc(Br)cc2c1N=Nc1ccc(F)cc1F | 4.6
CC(C)Cc1cc(C(=O)N2CCN(C(=O)c3ccccc3)CC2)no1 | -4.8
CCn1cnnc1CCNC(=O)c1cnn2c1CCCC2 | -23.6
Cc1ccc(OCc2occc2C(=O)N2CCCC(N3CCCC3=O)C2)cc1 (configuration not stated) | 4.4
CC(C)CNC(=O)C1(NCc2nnsc2Cl)CCCC1 | 1.9
O=C(CCc1ccc(=O)[nH]n1)N1C[C@@H]2C3CCC(CC3)[C@@H]2C1 | -12.0
Cc1cc(=O)n2[nH]c(N3C(=O)C4CCCCC4C3=O)nc2n1 (configuration not stated) | 12.2
CCCCN1CCN(c2nc3c(c(=O)[nH]c(=O)n3C)n2Cc2ccccc2)CC1 | -3.9
O=C(C1CCN(c2nnc(N3CCCC3=O)s2)CC1)N1CCN(C2CCCCC2)CC1 | -5.4
COc1ccc(N2CCN(C3CCCN(C(=O)c4cc(N)n[nH]4)C3)CC2)cc1 (configuration not stated) | -42.2
Cc1ccc(Cn2c(=O)c3c(nc4n(CCN5CCOCC5)c(C)c(C)n34)n(C)c2=O)cc1 | -5.8
Cc1cc(CNc2cnccn2)c2[nH]c(-c3ccccc3)c(C)c2c1 | -21.0
N#Cc1ccsc1NC(=O)CSc1nc2ccccc2c(=O)n1CCCO | 3.7
CC(C)(C)CN1CCNCC1CCO (configuration not stated) | -2.1
O=S(=O)(c1ccc(Cl)c(Cl)c1)N1CCN(Cc2cc(-c3ccccc3)no2)CC1 | 7.5
O=C(NCc1nnnn1-c1ccc(F)cc1)Nc1cccs1 | 9.5

The list continues.
SMILES | mcGAS RapidFire
O=C(c1ccc2c(c1)OCCO2)N1CCOC(Cc2ccccc2)C1 (configuration not stated) | -2.1
Cc1cc(C)n(-c2cncc(N3CCC(Cc4ccccc4)CC3)n2)n1 | -4.1
CNC(=O)NC(=O)C(Oc1ccc(Cl)cc1Br)c1ccccc1 (configuration not stated) | -13.5
CCN(CC)S(=O)(=O)c1ccc(NC(=O)c2ccoc2C)cc1 | -11.6
CC(C)Cc1cc(C(=O)N(C)CC2Cc3ccccc3O2)no1 (configuration not stated) | 3.4
Cc1c(C(=O)NCc2ccccc2C(F)(F)F)sc(=O)n1CCc1ccccc1 | -2.0
O=C(CN1C(=O)CCC1=O)Nc1nnc(-c2cc(Cl)ccc2Cl)o1 | 2.7
O=C(CCn1cnnc1)NCc1cccnc1Oc1ccccc1F | -30.9
CC(C)(O/N=C(/C(=O)N[C@@H]1C(=O)N2C(C(=O)O)=C(C[n+]3ccccc3)CSC12)c1csc(N)n1)C(=O)O (some centres not stated) | -4.8
CNC(=S)N(Cc1ccc(OC)cc1)C1CC(=O)N(c2ccc(F)cc2)C1=O (configuration not stated) | 0.0
CCCC(CCC)C(=O)Nc1c(C)nc2sc(C)c(C)n2c1=O | -6.6
COC(=O)c1ccc(CN(Cc2ccc(C)o2)C2CC2)o1 | -6.9
CCOC(=O)c1nn(-c2ccc(C)cc2)c(=O)cc1NCc1ccc(C)cc1 | -5.0
CC1CCCC1NC(=O)NC1CCN(CC(F)F)CC1 (configuration not stated) | -14.6
CSc1ccc(C(=O)C2CCCN(C(=O)/C=C/c3ccncc3)C2)cc1 (configuration not stated) | 2.1
Cc1ccccc1C(=O)N1CCN(c2ccc3nnc(-c4ccco4)n3n2)CC1 | -3.4
CCN(C(=O)CN1CCNC(=O)C1)c1cccc2ccccc12 | -3.6
CC(c1cccs1)N(C)C(=O)c1cn(Cc2ccccc2C(F)(F)F)nn1 (configuration not stated) | 5.1&11.0
Cn1c(SCCc2ccccc2)nc2ccsc2c1=O | -4.5
N#CC(=Cc1ccc([N+](=O)[O-])o1)c1nc(C2CC2)cs1 | -15.8
CN1CCC(Cc2noc(CCC(=O)c3ccccc3)n2)CC1 | -10.4
CN(Cc1ccoc1)C(=O)c1cn(CC2CCCCC2)nn1 | -12.5
COc1ccc(OC)c(NC(=O)CN2C(=O)c3ccccc3C2=O)c1 | 3.0
O=C(Nc1ccc(C(=O)N2CCCC2)cc1)c1ccc(S(=O)(=O)N2CCOCC2)cc1 | 10.6
CSCC(=O)N(C)CC1CCCN(CCc2cccc(C(F)(F)F)c2)C1 (configuration not stated) | -6.9

Additional structures follow:
SMILES | mcGAS RapidFire
Cc1ncc([N+](=O)[O-])n1CCNC(=O)Nc1ccc(Cl)cc1 | -8.7
Cc1cc(C)n(C)c(=O)c1C(=O)N1CCc2c(nc[nH]c2=O)C1 | 2.8
CCc1nn2c(nnc3c(=O)n(CCc4cnc[nH]4)ccc32)c1-c1ccc(Cl)cc1 | -6.4
CCCCN(CCCC)CC1OCc2ccccc2CO1 | -13.6
CCOC(=O)c1c(N)oc2c(Br)c3c(C(=O)OCC)c(N)oc3c(Cl)c12 | -0.8
C#Cc1cccc(N(CC(=O)Nc2cccc(CC)c2)CC(=O)N2CCOCC2)c1 | -2.8
COc1ccc(C2c3c(n[nH]c3-c3ccccc3)OC(=N)C2C#N)c(OC)c1 (configuration not stated) | -6.1
O=C(OCC(=O)N1CCCC1=O)c1ncc(Cl)c(Cl)c1Cl | -6.2
O=C1NCC2(CCN(CC3(O)CCCN(CCc4ccccc4)C3=O)CC2)O1 (configuration not stated) | -15.9
Cc1ccccc1CC(C)NC(=O)CN1CCCN(C(N)=O)CC1 (configuration not stated) | -19.1
Oc1c(F)cccc1CN(Cc1ccsc1)Cc1ccco1 | 0.5
CCN(CC)c1ncccc1CNc1nccc(C(F)(F)F)n1 | -23.6
CN(CCNC(=O)C[C@@H]1C[C@@H]2C=C[C@H]1C2)S(C)(=O)=O | -9.0
C/C=C/[C@H]1OC(=O)N(C(=O)c2ccccc2)C1Cc1ccccc1 (some centres not stated) | -5.6
Cn1ccn2ncc(-c3nc(C4(c5ccc(F)cc5)CCOC4)no3)c12 (configuration not stated) | -2.0
Cc1cc(C)nc(N2CCc3ccc(OC(F)F)cc3C2)n1 | -11.8
COC(=O)CC(NC(=O)C(C)OCC(C)C)c1ccc(C)cc1 (configuration not stated) | -4.5
Cc1cnc(C(=O)Nc2ncc(Cc3ccc(C(F)(F)F)cc3)s2)cn1 | -3.1
CCCN1CCCc2cc(CCNC(=O)C(=O)Nc3ccc(OC)cc3OC)ccc21 | 2.9
O=C(c1cn(CC2COc3ccccc3O2)nn1)N1CCN(C2CCCC2)C(=O)C1 (configuration not stated) | 11.0
O=C(CN1CCc2[nH]c3ccccc3c2C1)N1CCOCC1 | -12.6
CC(C)C(NS(=O)(=O)c1cccs1)C(=O)Nc1ccc(N2CCCC2)cc1 (configuration not stated) | -5.3
O=C1NC(c2cccc(F)c2)=NOC1Cc1ccccc1 (configuration not stated) | -2.9
Cc1cc(Nc2ccc3c(n2)C(=O)N([C@H](C)C(=O)NCCc2ccccc2)C3)n(C)n1 | 4.2
Cc1ccccc1N1CCN(C2CCCN(C(=O)C3CC3)C2)CC1 (configuration not stated) | -2.2

(list continues)
SMILES | mcGAS RapidFire
O=C(NCCC(=O)OCC(=O)c1ccc(Cl)s1)NC12CC3CC(CC(C3)C1)C2 | 18.1
CNS(=O)(=O)c1ccc(Cl)c(Cl)c1 | -11.6
CCCCCC(C)N (configuration not stated) | -7.1&-3.6
Cc1cc(=O)n(CC(=O)NCCN(C)S(C)(=O)=O)c2ccccc12 | 9.4
COC(=O)C1CC(O)C(N2CCN(C3CCCC3)CC2)C1 (configuration not stated) | -3.7
CCn1cnnc1CNC(=O)C1(c2cccc(C)c2)CCCC1 | -5.9
O=C(NC1CCN(c2ncccn2)CC1)c1cc2c(cc1O)CCCC2 | -4.9
COc1c(C)cc(C(=O)C2CCCN(C(=O)c3ccc4ccccc4n3)C2)cc1C (configuration not stated) | -4.8
O=C(OC1CCCCC1=O)c1ccccc1-c1ccc(C(F)(F)F)cc1 (configuration not stated) | 2.3
Brc1ccccc1-c1nn[nH]n1 | -1.0
COc1cc(/C=C2/CCc3ccccc3C2=O)ccc1OCC#N | -24.5
CCOc1ccc(C2CCCN2Cn2nc(C(=O)NC)c3ccccc3c2=O)cc1 (configuration not stated) | -1.1
Cc1nc(-c2ccc(CNC(=O)/C=C/c3ccccc3Cl)o2)cs1 | -1.5
Cc1ccc(/C=C/S(=O)(=O)N2CCC(=O)Nc3ccccc32)cc1 | -1.4
Cn1c(C(=O)N2CCC(C(N)=O)CC2)cc2c(=O)n3ccccc3nc21 | -2.9
Cc1cccc(N2CCNC(C)C2=O)c1C (configuration not stated) | -5.4
CCN(CC(=O)N1CCOC(C)C1)Cc1ccc(OC)cc1 (configuration not stated) | -4.4
O=C(c1cccnc1)N1N=C(C2CC2)CC1(O)C(F)(F)F (configuration not stated) | 0.6
COc1ccc(CNc2nc(SC)n[nH]2)cc1OC | 0.7
COc1cc(C(=O)N2CCC(c3cc(C(C)C)n[nH]3)CC2)ccc1F | -11.7
C=CCn1c(-c2ccc(Cl)cc2Cl)csc1=Nc1cccc(O)c1 | -4.7&3.5
Cc1ccnc(Nc2ccc(N3CCN(S(C)(=O)=O)CC3)nn2)c1 | -12.0
CCOc1cc(C=NNC(=O)c2cc(-c3ccco3)[nH]n2)ccc1O | -3.4
CC(C)Nc1cc(-c2cccc3cccnc23)ncn1 | -10.7
CC(NC(=O)CN1CCCCC1)C1CC2CCC1C2 (configuration not stated) | -1.6

Additional entries
SMILES | mcGAS RapidFire
Cc1ccc(S(=O)(=O)Cc2ccc(C(=O)O)cc2)cc1 | -3.4
CC(C)C1CCC(C(=O)N[C@H](Cc2ccccc2)C(=O)O)CC1 (some centres not stated) | 4.9
CCCN1C(=O)c2ccccc2N(CC(=O)NCCCn2ccnc2)C(=O)C1Cc1ccccc1 (configuration not stated) | -6.4
O=c1c2cnc3nc4ccccc4n3c2ccn1-c1cccc(Cl)c1 | -3.1
OCC1(CCOc2ccccc2)CCN(Cc2cc3ccccc3o2)CC1 | -7.6
COc1cc2c(cc1OC)CN(C1CCCN(Cc3cccc4c3OCO4)C1)CC2 (configuration not stated) | -5.1
O=C(CSc1nnc(CNC(=O)c2cccs2)o1)NCC1CCCO1 (configuration not stated) | -2.4
CCCCN(C)S(=O)(=O)NC1CCSc2ccc(Cl)cc21 (configuration not stated) | -7.8
CC1=NN(C)c2nc3c(c(=O)n(Cc4ccccc4Cl)c(=O)n3C)n2C1 | -5.8
CCOC(=O)C1(C)CCN1C(=O)c1cccnc1Oc1ccccc1 (configuration not stated) | -6.5
O=C(c1ccc2nc(C3CC3)oc2c1)N1CCCCC1CCc1ccccn1 (configuration not stated) | -16.8
COc1cccc(C(=O)Nn2cnc3c(cnn3C(C)(C)C)c2=O)c1OC | -5.6
CC(C)(C)n1cc(C#N)c(NC(=O)NCc2cccc(F)c2)n1 | -33.2&-5.0
Cc1ccccc1C(NS(=O)(=O)NCc1ccccc1)c1ccncc1 (configuration not stated) | -26.1
CC1(C)NC(=O)N(Cc2cccc(F)c2)C1=O | -3.5
CC(C)(Oc1cccc2ccccc12)C(=O)N1CCOC(C(F)(F)F)C1 (configuration not stated) | -10.8
O=C(Cc1ccc([N+](=O)[O-])cc1)NCCOc1cccc(C(F)(F)F)c1 | -7.5
Cc1ccc(OCc2nc(C(=O)N3CCc4ccccc43)cs2)cc1 | 9.5
Cc1cc(CC(O)(c2ccccc2)c2ccccc2)on1 | -24.5
Cc1nnc(NC(=O)CC2CC3CCC2C3)s1 (configuration not stated) | -37.8
Cc1ccc(-c2cc(C(F)F)nc(S(C)(=O)=O)n2)cc1 | 8.0
COC(=O)c1sc2nc(C)[nH]c(=O)c2c1CC(=O)O | 9.6
COc1ccc(Nc2cc(C)nc(N3CCN(C(=O)CCCc4ccccc4)CC3)n2)cc1 | -9.5
Cc1nc2c(cnn2C(C)C)c(C)c1CCC(=O)NC1CCCC1 | -7.8
Cc1ccc(C)c(S(=O)(=O)N2CCN(C(=O)CCc3nc(-c4ccc(F)cc4)no3)CC2)c1 | -4.8
Cc1noc(C)c1CN(C)C(=O)c1ccc(CSc2ncccn2)o1 | -28.2
CC(C)NC(=O)CN(C)CC(N)=S | 3.6
CC1(C)CC(=O)C=C(Nc2sc3c(c2C#N)CCCC3)C1 | -8.4
Cc1cc(N2CCCCC2)nc(Nc2ccc(NS(=O)(=O)c3ccc4nc(C)sc4c3)cc2)n1 | -11.6
CC(NCc1cccc(OCc2nc(CO)cs2)c1)c1ccccc1 (configuration not stated) | -8.9
